Tau fibril ThT – blocks human tau fibril formation measured by thioflavin T; recombinant tau K18 P301L, heparin-induced fibrillization, ThT fluorescence; P10636; Potency, µM (highest dose often 57.4 µM), inactives show at the top dose activity, negative = inhibition, most hits filed as inhibitors; hit rate 2.1% among 270,000; further: nearly all actives have a fitted effect of over 55% in size
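Fibril formation assay: tau K18 P301L at 15 uM with trace Alexa 594 label, heparin inducer 20 uM, pH 7 sodium acetate buffer, 37 C for 6 hr; endpoint ThT signal.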
GoLoco inh red – RGS12 GoLoco-Gai1 interaction inhibition | Gai1:RGS12 GoLoco peptide FP, rhodamine, 10 min | hit rate 0.44% among 230,000 | Potency, µM (titrated, usually from 61.6 µM), inactives show at the top dose activity, negative = inhibition, usual class: inhibitors | AID 880; active means well fitted inhibition curve with a large enough effect, not every such curve was filed as active; inactive means no such curve, though single readings can be large or run the other way; further: nearly all actives have a fitted effect of over 30% in size; many of its hits are not listed in these tables
Target sequence (P63096 whole entry, looked up): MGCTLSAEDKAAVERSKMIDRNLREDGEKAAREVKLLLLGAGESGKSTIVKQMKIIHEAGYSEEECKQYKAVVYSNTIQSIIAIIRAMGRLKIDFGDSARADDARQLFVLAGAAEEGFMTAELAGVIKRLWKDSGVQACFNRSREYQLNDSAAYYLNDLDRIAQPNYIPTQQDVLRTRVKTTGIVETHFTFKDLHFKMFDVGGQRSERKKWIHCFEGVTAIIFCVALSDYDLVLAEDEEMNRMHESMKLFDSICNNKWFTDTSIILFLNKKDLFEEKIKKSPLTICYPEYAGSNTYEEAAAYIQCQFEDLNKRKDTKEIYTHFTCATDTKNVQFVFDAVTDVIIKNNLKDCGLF
Tau FP inhib – blocks human tau fibril formation measured by polarization; P10636; K18 P301L tau heparin fibrillization, Alexa594 FP, 6 h; hit rate 0.39% among 280,000; AID 1468; Potency, µM (series often up to 57.7 µM), without a hit: top-dose activity, negative = inhibition, usual class: inhibitors; further: nearly all actives have a fitted effect of over 55% in size
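Read-out: fluorescence polarization of Alexa 594-labeled tau (0.24 uM), 555 nm excitation, 632 nm emission. Mixtures held 15 uM unlabeled K18 P301L, compound and 20 uM heparin, pH 7 acetate buffer, incubated 6 hr at 37 C.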
L3MBTL1 block – blocks human L3MBTL1; hit rate 0.66% among 230,000; AlphaScreen L3MBTL1–H3K9me1 peptide binding; Potency, µM (highest dose often 57.1 µM), without a hit: at the highest dose activity, negative = inhibition, usual class: inhibitors; AID 485360; further: nearly all actives have a fitted effect of over 60% in size
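First, the protein-peptide complex forms for 30 min at room temperature (L3MBTL1 50 nM, biotinylated H3K9me1 peptide 75 nM). Next, compounds are pin-transferred and incubated 30 min. Finally, AlphaScreen beads are added and read after 30 min.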
TexasRed fluor – alters Texas Red total fluorescence, flagging assay interference | TRb/SRC2 Texas Red total fluorescence interference | Potency, µM (titrated, usually from 106 µM), for inactives: at the highest dose fluorescence change, negative = quenching | hit rate 0.29% among 280,000 | AID 1479; active means well fitted curve in either direction with a large enough effect; inconclusive means small, poorly fitted or top-dose-only effect
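Human TRβ ligand-binding domain (0.6 uM) and Texas Red SRC2 peptide (20 nM) in Tris buffer with 1 uM T3 and 5% DMSO were incubated with pinned compound for 5 hr at ambient temperature. Total fluorescence was computed as S + 2P (555/632 nm).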
RECQ1 inh – RECQ1 (human) helicase inhibition. AID 2549. RECQ1 DNA unwinding, red fluorescence kinetic read. hit rate 0.54% among 240,000. Potency, µM (series often up to 57.3 µM), for inactives: at the top dose activity, negative = inhibition, actives largely listed as inhibitors. P46063;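 further: plate controls were vehicle for no effect and no enzyme for full effect; nearly all actives have a fitted effect of over 30% in size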
Target sequence (P46063 whole entry, looked up): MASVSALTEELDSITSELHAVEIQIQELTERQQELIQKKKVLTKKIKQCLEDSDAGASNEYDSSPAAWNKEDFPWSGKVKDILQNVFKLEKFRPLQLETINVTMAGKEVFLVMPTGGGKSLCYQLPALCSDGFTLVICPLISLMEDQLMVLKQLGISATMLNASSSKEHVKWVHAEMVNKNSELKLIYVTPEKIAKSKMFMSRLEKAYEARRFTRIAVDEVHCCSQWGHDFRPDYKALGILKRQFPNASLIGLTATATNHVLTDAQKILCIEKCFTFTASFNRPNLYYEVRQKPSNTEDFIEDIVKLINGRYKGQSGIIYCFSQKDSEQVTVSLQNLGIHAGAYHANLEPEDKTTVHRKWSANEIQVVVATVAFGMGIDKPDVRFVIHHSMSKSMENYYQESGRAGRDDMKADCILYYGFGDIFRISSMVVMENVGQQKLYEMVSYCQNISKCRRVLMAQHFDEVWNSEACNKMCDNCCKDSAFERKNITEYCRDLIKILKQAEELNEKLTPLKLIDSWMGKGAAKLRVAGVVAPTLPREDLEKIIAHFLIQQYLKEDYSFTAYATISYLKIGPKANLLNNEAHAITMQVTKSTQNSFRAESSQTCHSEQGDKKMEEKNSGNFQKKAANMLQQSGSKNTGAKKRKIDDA
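50 nM RECQ1T1 preincubated 15 min with compound in Tris pH 8.0 buffer with MgCl2, DTT, Tween-20 and 2.5 ug/ml poly(dI-dC); started with 200 nM TAMRA/BHQ-2 forked duplex and 2 mM ATP. Unwinding read as fluorescence (525/598 nm), two reads 2 h apart.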
TRb-SRC2 inh – TRbeta-SRC2 interaction inhibition. P10828. Potency, µM (doses to about 106 µM), for inactives: top-dose activity change, negative = inhibition, most hits filed as inhibitors. hit rate 0.065% among 280,000. AID 1469. TRbeta-SRC2 peptide binding, fluorescence polarization; receptor liganded with 1 µM T3;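 further: plate controls were bound peptide for no effect and peptide without receptor for full effect; nearly all actives have a fitted effect of over 50% in size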
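A fluorescence polarization screen tested compounds at multiple concentrations against complex formation between 0.6 uM TRb ligand-binding domain and 20 nM Texas Red SRC2 peptide, with 1 uM T3 present; readout after 5 hr.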
JMJD2E inh – inhibitors of human JMJD2E histone demethylase. hit rate 1.6% among 230,000. Potency, µM (doses to about 57.1 µM), for the others: at the highest dose activity change, negative = inhibition, usual class: inhibitors. AID 2147. JMJD2E catalytic domain, FDH-coupled NADH fluorescence (FDH is formaldehyde dehydrogenase). B2RXH2; active means well fitted inhibition curve with a large enough effect, not every such curve was filed as active; inconclusive means small, poorly fitted or top-dose-only effect, or another doubt; inactive means no such curve, though single readings can be large or run the other way;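 further: 0% = wells with enzyme and -100% = buffer wells without enzyme; nearly all actives have a fitted effect of over 50% in size; many of its hits are not listed in these tables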
* marks the source's active call; other numbers are inactive results; i = inactive; ? = inconclusive; . = not tested or not shown; [ ] = dose if it differs, or a comment. Unless noted, the call rests on the fitted dose curve; in most records, active means well fitted curve in the direction sought with a large enough effect; inconclusive means small, poorly fitted or top-dose-only effect, or another doubt; inactive means no such curve, though single readings can be large; an effect the other way counts as inactive or inconclusive. Unless noted, on the % scale 0 is the no-effect control and ±100 the full control effect; potency means the concentration at half of the fitted maximal effect.

molecule | Tau fibril ThT | GoLoco inh red | Tau FP inhib | L3MBTL1 block | TexasRed fluor | RECQ1 inh | TRb-SRC2 inh | JMJD2E inh
Cc1cccc(-c2ncc(CN3CCC(CO)(CCCc4ccccc4)CC3)cn2)c1 | -18.2% | 13.9% | 2.6% | -15.9% | 0.0% | -6.2% | -2.5% | -4.7%
CC1(C)OC(C)(C)/C(=C/Nc2ccccc2)C1=O | -5.1% | 1.8% | 0.0% | -0.5% | -3.1% | -4.3% | 3.6% | -1.4%
CCCCc1cc2c(c(NC(C)=O)n1)c(=O)oc1ccccc12 | -4.1% | -8.0% | 0.7% | -9.2% | -1.4% | 2.3% | -2.4% | ?
COc1ccc(N(C)S(=O)(=O)c2cccc3nsnc23)cc1 | 6.4% | 1.3% | 2.6% | . | -0.4% | i | -5.8% | 2.9%
NC(=O)CCn1nc(-c2ccc(Cl)cc2)c2ccccc2c1=O | -13.4% | 6.1% | -6.5% | . | 1.6% | -7.0% | -6.8% | 2.3%
CC(=O)OCC(OC(C)=O)C(OC(C)=O)C(OC(C)=O)C(=O)Nc1ccccc1C (stereo unspecified) | 5.5% | -9.2% | -3.1% | -0.4% | -1.2% | 10.3% | 1.4% | -6.4%
O=C(COc1ccc(Cl)cc1)N1CCN(c2ccc([N+](=O)[O-])c(N3CCCCC3)c2)CC1 | ? | -11.7% | 11.1% | ? | 0.6% | -3.2% | 13.8% | 2.2%
COc1ccc(C)cc1S(=O)(=O)N(C)CC(=O)NC1CCCCCC1 | 0.4% | 3.5% | 2.1% | 2.5% | -2.3% | 4.8% | 2.9% | 3.7%
Cc1ccc(NC(=O)COC(=O)CN2C(=O)NC(C)(C)C2=O)cc1S(=O)(=O)N1CCOCC1 | 3.4% | 5.2% | 3.1% | 2.3% | -0.7% | -12.6% | -4.6% | 2.7%
COc1ccc(NC(=O)CN2CCOCC2)cc1 | -7.0% | -6.0% | 2.6% | . | 1.2% | -7.5% | -14.1% | ?
CCCc1c(C)nc2ccc(OC)cc2c1SCCC(=O)O | -1.3% | 0.7% | 4.1% | -3.2% | 0.8% | -13.0% | -0.3% | -0.4%
COc1ccc(-n2c(Cc3cccn3C)nnc2SCC(=O)Nc2cc(C)cc(C)c2)cc1 | ? | 1.8% | -3.2% | -7.8% | -1.3% | -1.9% | -7.4% | -10.6%
Cc1cc2cc(CN(Cc3ccc4c(c3)OCO4)Cc3nnnn3C3CCCC3)c(=O)[nH]c2cc1C | -13.2% | -4.3% | -3.9% | -0.3% | 4.4% | -4.1% | 4.9% | -14.4%
COc1cc(/C=N/NC(=O)c2nc(C)cc(C)n2)ccc1O | -9.2% | 3.5% | 3.1% | . | -5.7% | -7.0% | -10.9% | 0.6%
O=C(CSc1nnc(Cc2ccccc2)n1C1CCCCC1)N1CCOCC1 | -5.5% | 6.8% | 5.1% | -0.3%[11.4 µM] | -4.3% | ? | -4.8% | -0.7%
O=C(CCCCC(=O)Nc1c(I)cc(I)c(C(=O)O)c1I)Nc1c(I)cc(I)c(C(=O)O)c1I | . | 5.8%[21.6 µM] | . | . | -3.0%[53 µM] | -4.9%[25.9 µM] | 2.0%[53 µM] | -3.6%[25.5 µM]
COC(=O)c1ccc(=O)n(CC(=O)c2ccc(Cl)cc2)c1 | -0.7% | 4.5% | 2.7% | 0.6% | -0.1% | 34.7% | 8.3% | 3.1%
Cc1cccc(CN2C(=O)c3ccccc3S(=O)(=O)c3ccc(C(=O)N4CCCC4)cc32)c1 | -14.6% | . | -0.7% | . | 1.9% | . | -3.1% | .
COc1ccccc1C(=O)Nc1nc(-c2ccc(Br)cc2)ns1 | 5.0% | . | -13.7% | . | 7.0% | . | -9.1% | .
Cc1nnc(SC(C)C(=O)NCC2CCCO2)n1-c1ccccc1 (stereo unspecified) | 8.5% | -5.7% | 4.9% | -0.3% | 1.8% | -11.1% | 8.9% | 6.9%
CCN(CC)CC(C)(C)NS(=O)(=O)c1ccc(Cl)cc1 | 10.8% | -1.0% | 9.2% | -4.5% | 0.4% | i | -4.4% | 3.3%
COCC(=O)Nc1ccc(Nc2ccccc2)cc1 | ? | 14.4% | -2.7% | -12.9%[11.4 µM] | -0.2% | i | 1.0% | -4.0%
CC(=O)Nc1ccc(S(=O)(=O)N2CCC(Oc3ccc(-n4cnnn4)cc3)CC2)cc1 | -4.4% | . | ? | . | 0.0% | . | 6.8% | .
COc1ccc(/C=N\NC(=O)c2c(C)nc3ccc(Br)cn23)cc1 | -14.8% | 0.7% | ? | 1.4% | -0.6% | i | 0.1% | ?
Cc1ccc(C(=O)O)cc1NC(=O)Nc1ccc2c(c1)OCO2 | -14.8% | -4.1% | 14.5% | . | -1.3% | 19.7% | -5.3% | ?
Cc1cccc(Nc2ncnc3c2cnn3C)c1C | 6.2% | . | -5.8% | . | -1.7% | . | -11.2% | .
CSC(=NC(C)c1ccccc1)NS(=O)(=O)c1cccs1 (stereo unspecified) | -0.9% | -1.3% | 3.8% | 6.6% | 6.5% | -4.9% | 1.7% | 2.1%
CSC(=NC#N)N1CCN(c2cccc(Cl)c2)CC1 | ? | 3.1% | -5.7% | 41.1%[activator] | -5.8% | -7.7% | -5.2% | -3.9%
COC(=O)c1ccc(CSc2nnc(NC(C)C)s2)cc1 | -13.3% | 11.2% | -6.5% | 8.8% | 0.9% | -13.1% | -6.4% | 0.4%
C=CCC(C)(O)c1cccc(Br)c1 (stereo unspecified) | 2.6% | -1.9% | -0.8% | . | 0.2% | 10.5% | 1.5% | -2.7%

Look-ups from the entries so far:
Cc1ccc(C(=O)O)cc1NC(=O)Nc1ccc2c(c1)OCO2 in Tau fibril ThT shows -14.8%
COC(=O)c1ccc(CSc2nnc(NC(C)C)s2)cc1 in Tau FP inhib shows -6.5%

Going on with the list.
molecule | Tau fibril ThT | GoLoco inh red | Tau FP inhib | L3MBTL1 block | TexasRed fluor | RECQ1 inh | TRb-SRC2 inh | JMJD2E inh
CCOc1cccc2sc(NC(=O)c3ccc(Br)s3)nc12 | -4.1% | 5.2% | -4.8% | . | -2.7% | -8.1% | -13.7% | ?
Cc1cc(NCCCO)n2nc(-c3cccs3)cc2n1 | -9.5% | 2.5% | 9.8% | 16.6% | -2.8% | i | 1.6% | -9.4%
Cc1cc(C)n(-c2ccc(C(=O)Nc3sccc3C(N)=O)cc2)n1 | -14.2% | 23.8% | -2.9% | -10.3% | 4.7% | -17.4% | -12.4% | -10.8%
COc1ccc(/C=C(/NC(=O)c2ccco2)C(=O)N2CCCC2=O)cc1 | 5.7% | -3.7% | -1.2% | -2.1% | -5.2% | i | -6.4% | -13.8%
Cc1cc(C=O)c(C)n1-c1cc(C(F)(F)F)ccc1N1CCOCC1 | -2.7% | 5.3% | 1.5% | . | 1.3% | 5.1% | -6.3% | -23.4%
Nn1c(SCc2cccc(Br)c2)nnc1-c1ccncc1 | -10.3% | -1.1% | -5.8% | -1.9% | -2.2% | -3.6% | 1.7% | -0.5%
Cc1ccc(-c2n[nH]c(=O)c3ccccc23)cc1N | -2.7% | 0.1% | 1.6% | 0.1% | -6.0% | 4.0% | 0.8% | 4.3%
O=C(NCc1cccs1)C(=O)NCC1OCCCN1S(=O)(=O)c1ccc(F)cc1 (stereo unspecified) | -7.5% | 10.5% | 2.8% | 3.5% | -2.1% | -8.0% | -7.7% | 2.6%
N#CC(c1nc2ccccc2nc1OCCO)S(=O)(=O)c1ccccc1 (stereo unspecified) | -21.1% | 1.5% | 9.1% | -0.4% | -4.1% | 13.4% | 7.5% | -9.8%
Cc1ccc(/C=N/n2c(C)nnc2C)o1 | -2.8% | 5.6% | -1.7% | 8.6% | -6.1% | -4.3% | -1.6% | ?
Cc1ccc(CNC(=O)Cn2nc(N3CCN(c4ccccc4)CC3)ccc2=O)cc1 | -16.1% | . | 12.0% | . | -0.4% | . | 4.5% | .
COc1cc(C(=O)OC(C)C(=O)Nc2ccc3c(c2)OCO3)ccc1OCc1c(C)noc1C (stereo unspecified) | -5.3% | 1.7% | 3.1% | -4.5% | -1.5% | -13.1% | -9.7% | 0.9%
CCn1nc(C)c(Br)c1-c1nc(-c2ccc(C)cc2)no1 | ? | 0.1% | -12.2% | 1.6% | -5.7% | -6.4% | -5.8% | 7.1%
NC(N)=Nc1nc(CCN2C(=O)c3ccccc3C2=O)cs1 | -12.7% | -29.7% | 4.6% | -19.4% | -1.5% | 0.8% | 1.7% | 1.4%
CN(C)S(=O)(=O)c1cccc(-c2csc(=Nc3ccccc3)n2CCCN2CCOCC2)c1 | -11.2% | 9.3% | 5.7% | -0.5% | 0.1% | -1.6% | -0.8% | 6.8%
Cc1c(C)n(Cc2ccccc2)c2ccc(C(=O)NCC(C)c3ccccc3)cc12 (stereo unspecified) | -5.5% | . | 13.8% | . | 0.6% | . | -1.5% | .
O=[N+]([O-])c1ccc(/C=N/NC(=S)Nc2ccccc2)o1 | -3.0% | -14.0% | 2.7% | ? | -53.2% | 1.1% | -7.3% | -1.5%
O=C(NC(Cc1ccccc1)C(=O)O)/C(=C/c1ccc(Cl)cc1)NC(=O)c1ccccc1 (stereo unspecified) | -5.9% | -1.1% | -5.4% | . | -2.5% | i | -1.8% | -11.1%
CCOC(=O)c1c(-c2ccccc2)csc1NC(=O)CSc1nnc(C)s1 | ? | 0.6% | -1.8% | 10.0% | -2.8% | -5.1% | -1.6% | -2.9%
O=C(O)CCC(=O)NNC(=O)c1ccc([N+](=O)[O-])cc1 | . | 6.0% | ? | . | -0.9% | -7.3% | -7.1% | -5.1%
Cn1c(Cl)cnc1C(O)(c1ccccc1)c1ccccc1 | -0.7% | 6.3% | 3.2% | -6.0% | -1.5% | -1.0% | -3.7% | -11.6%
CC(=O)c1c(C)[nH]c(C(=O)COC(=O)c2cc(S(=O)(=O)N(C)c3ccccc3)ccc2Cl)c1C | -9.6% | 7.8% | -8.4% | 6.2% | -1.0% | -2.0% | -2.3% | -11.5%
CCN(CC)S(=O)(=O)c1ccc(Nc2ccc(-c3ccc4c(c3)OCCO4)nn2)cc1 | 7.5% | -8.0% | ? | -1.0% | 0.5% | i | -19.5% | 3.5%

High-throughput results as filed in PubChem BioAssay.

These rows are one share of the data, so the mix of outcomes need not match the whole.
